# HT1080NT lethal – kills 2HG-producing HT-1080-NT fibrosarcoma cells; HT-1080-NT fibrosarcoma viability, CellTiter-Glo ATP luminescence, 48 h; Potency, µM (doses to about 46.1 µM), for inactives: at the highest dose activity, negative = less viability, most hits filed as cytotoxic; 1.6% of 360,000 active; AID 686970;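 also: NT is the 2HG producing partner of a matched IDH1 knockdown line; potency is read from the fitted curve at half-maximal effect; 0% = DMSO-treated cells and -100% = media-only wells without cells; nearly all actives have a fitted effect of over 55% in size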
#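 HT-1080-NT fibrosarcoma cells (2HG-overproducing), 750 cells/well in RPMI with 5% FBS, dosed after 2 h and incubated 48 h at 37C. CellTiter-Glo luminescence normalized to DMSO and no-cell wells; concentration-response curves fitted and classed.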
# KB-3-1 tox – KB-3-1 parental cell cytotoxicity. KB-3-1 viability, CellTiter-Glo ATP luminescence, 72 h. Potency, µM (doses to about 46.1 µM), for the others: top-dose activity change, negative = cytotoxic, most hits filed as cytotoxic. 1.4% of 400,000 active. AID 1347075; also: potency is read from the fitted curve at half-maximal effect; % is scaled to controls: 0 for no effect and ±100 for the full control effect; nearly all actives have a fitted effect of over 60% in size
#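 Luminescent ATP read-out (CellTiter-Glo) measures survival of drug-naive KB-3-1 cells after 72 h compound exposure at 37 °C. Titration series was screened from lowest to highest concentration, with DMSO vehicle plates as background controls.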
# IL-1B inflam inh – inflammasome signaling inhibition, IL-1 beta readout | THP-1 LPS/ATP IL-1B secretion, AlphaLISA, 16 h; hits give low values | AID 743279 | activity change, % at 57.5 µM | 4.7% of 360,000 active; in the data active = activity change below about -50%; inconclusive = mostly about -30% to -49%; also: % is scaled to controls: 0 for no effect and ±100 for the full control effect
#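 THP-1 cells pretreated 1 hr with compounds (up to 57.5 uM final), then stimulated with LPS (250 ng/mL final) plus ATP (1.25 mM final); secreted IL-1B measured by AlphaLISA after 16 hr, decreased signal indicating inhibition.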
# SW480 rerep – induces DNA re-replication in SW480 colon adenocarcinoma cells; 1.8% of 340,000 active; Potency, µM (titrated, usually from 46.1 µM), without a hit: at the highest dose re-replication activation, most hits filed as activators; AID 624297; SW480 DNA re-replication, Hoechst DNA content imaging, 48 h; also: potency is read from the fitted curve at half-maximal effect; % of control where 0% means no effect; nearly all actives have a fitted effect of over 55% in size
#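 Quantitative HTS format with DMSO vehicle controls; 48 hr drug incubation at 37 C, then 40 min Hoechst staining and scanning imager measurement at 405 nm excitation.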
# ATXN2 expr inh – ATXN2 expression inhibition. HEK-293 ATXN2-luciferase reporter, luminescence, 24 h. Potency, µM (series often up to 57 µM), for inactives: at the highest dose activity change, negative = inhibition, actives largely listed as inhibitors. 0.72% of 360,000 active; also: potency is read from the fitted curve at half-maximal effect; % is scaled to controls: 0 for no effect and ±100 for the full control effect; nearly all actives have a fitted effect of over 55% in size
#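 qHTS (up to 57 uM final) was run with 24 h compound exposure of reporter cells at 37 °C. Each well was multiplexed: SteadyGlo luminescence measured ATXN2-luciferase expression after a fluorogenic Gly-Phe-AFC viability readout (25 uM final).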
# KB-V1 MDR tox – kills drug-selected multidrug resistant KB-V1 cells; KB-V1 MDR cells viability, CellTiter-Glo, 72 h; Potency, µM (titrated, usually from 46.1 µM), inactives show top-dose activity change, negative = cytotoxicity, usual class: cytotoxic; 3.4% of 400,000 active; also: potency is read from the fitted curve at half-maximal effect; % is scaled to controls: 0 for no effect and ±100 for the full control effect; nearly all actives have a fitted effect of over 60% in size
#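 Compound-treated KB-V1 multidrug-resistant cells, 72 h, 37 degrees C; viability by CellTiter-Glo. Fitted qHTS curves give the values.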
# HT1080 IDH1KD tx – toxicity to HT-1080 IDH1 knockdown cells (counter line). 2% of 360,000 active. HT-1080 IDH1 knockdown viability, ATP luminescence, 48 h. AID 686971. Potency, µM (top dose mostly 46.1 µM), without a hit: top-dose activity, negative = toxicity, usual class: cytotoxic;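 also: potency is read from the fitted curve at half-maximal effect; 0% = DMSO wells and -100% = cell-free medium wells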
#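 HT-1080-IDH1KD cells (IDH1 knocked down), 750/well in RPMI with 5% FBS, treated with compound 48 h at 37 degrees C. Viability by CellTiter-Glo luminescence, normalised to DMSO and no-cell wells; concentration-response curves classed.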
# MCF10A rereplic – inducers of DNA re-replication in MCF 10A breast cells | MCF 10A DNA re-replication, Hoechst nuclear intensity, 48 h | Potency, µM (top dose mostly 46.1 µM), for inactives: at the top dose activity, positive = re-replication, most hits filed as activators | 2.9% of 350,000 active; also: potency is read from the fitted curve at half-maximal effect; % of control where 0% means no effect; nearly all actives have a fitted effect of over 50% in size
# WRN helicase inh – blocks human WRN helicase; WRN helicase unwinding, fluorescent forked duplex, kinetic; Q14191; 0.46% of 360,000 active; Potency, µM (top dose mostly 114 µM), inactives show at the top dose activity change, negative = inhibition, actives largely listed as inhibitors; also: potency is read from the fitted curve at half-maximal effect; % is scaled to controls: 0 for no effect and ±100 for the full control effect; nearly all actives have a fitted effect of over 55% in size
# Target sequence (Q14191 whole entry, looked up): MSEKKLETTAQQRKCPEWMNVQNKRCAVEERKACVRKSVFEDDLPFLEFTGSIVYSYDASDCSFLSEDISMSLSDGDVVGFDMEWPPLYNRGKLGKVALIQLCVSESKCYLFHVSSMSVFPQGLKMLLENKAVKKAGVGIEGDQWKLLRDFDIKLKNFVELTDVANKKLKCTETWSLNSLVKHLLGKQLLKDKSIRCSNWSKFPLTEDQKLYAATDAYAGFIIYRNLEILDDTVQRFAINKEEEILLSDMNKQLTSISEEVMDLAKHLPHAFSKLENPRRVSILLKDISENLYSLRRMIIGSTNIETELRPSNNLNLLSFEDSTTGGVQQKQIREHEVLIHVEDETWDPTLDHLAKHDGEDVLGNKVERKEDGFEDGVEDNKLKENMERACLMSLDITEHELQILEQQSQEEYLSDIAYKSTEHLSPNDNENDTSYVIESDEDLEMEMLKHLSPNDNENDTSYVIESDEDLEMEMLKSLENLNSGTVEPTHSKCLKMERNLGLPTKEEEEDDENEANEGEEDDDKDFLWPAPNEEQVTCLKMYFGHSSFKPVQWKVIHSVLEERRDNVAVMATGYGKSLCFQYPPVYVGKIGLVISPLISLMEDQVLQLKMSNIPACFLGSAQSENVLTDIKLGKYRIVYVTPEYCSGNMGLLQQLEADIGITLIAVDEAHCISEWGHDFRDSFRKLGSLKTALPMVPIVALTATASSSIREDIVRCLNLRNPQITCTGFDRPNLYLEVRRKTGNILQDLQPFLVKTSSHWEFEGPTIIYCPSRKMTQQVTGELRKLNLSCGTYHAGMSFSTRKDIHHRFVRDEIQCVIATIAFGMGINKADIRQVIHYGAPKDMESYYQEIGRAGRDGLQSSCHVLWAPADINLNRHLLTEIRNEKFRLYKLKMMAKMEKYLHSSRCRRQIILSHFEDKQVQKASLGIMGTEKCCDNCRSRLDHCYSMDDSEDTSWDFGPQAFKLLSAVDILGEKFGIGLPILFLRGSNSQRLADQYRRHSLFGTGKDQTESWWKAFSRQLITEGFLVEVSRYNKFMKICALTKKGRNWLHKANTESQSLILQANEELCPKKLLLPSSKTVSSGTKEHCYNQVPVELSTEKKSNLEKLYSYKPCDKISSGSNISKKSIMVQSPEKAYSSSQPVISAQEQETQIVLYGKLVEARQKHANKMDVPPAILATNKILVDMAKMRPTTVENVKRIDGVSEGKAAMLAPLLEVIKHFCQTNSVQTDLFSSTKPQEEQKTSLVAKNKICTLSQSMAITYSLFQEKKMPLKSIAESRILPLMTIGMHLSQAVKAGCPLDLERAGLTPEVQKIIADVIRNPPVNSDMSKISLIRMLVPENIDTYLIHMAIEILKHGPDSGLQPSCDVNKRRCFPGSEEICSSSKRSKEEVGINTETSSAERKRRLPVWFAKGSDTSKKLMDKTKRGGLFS
#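 WRN at 20 nM final was preincubated with compound for 15 min at room temperature; reaction started with 100 nM forked duplex oligonucleotide carrying fluorophore and quencher plus 2 mM ATP (final). Unwinding followed kinetically by red fluorescence (ex 525/em 598 nm).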
# Active calls of the source: *; i = inactive; u = inconclusive; x = no result given; & = joins results of further samples; [ ] = dose if it differs, or a comment. Unless noted, calls follow the shape of the dose curve; as a rule, active = well fitted curve in the direction sought with a large enough effect; inconclusive = small, poorly fitted or top-dose-only effect, or another doubt; inactive = no such curve, though single readings can be large; an effect the other way counts as inactive or inconclusive.
SMILES,HT1080NT lethal,KB-3-1 tox,IL-1B inflam inh,SW480 rerep,ATXN2 expr inh,KB-V1 MDR tox,HT1080 IDH1KD tx,MCF10A rereplic,WRN helicase inh
CCOC(=O)[C@H]1[C@H]2COc3ccc(Cl)cc3[C@@H]2N2C(=O)[C@@H](CO)NC(=O)[C@@]12C,20.4%,0.0%,-4.2,-10.2%,-7.0%,0.0%,-0.4%,14.8%,0.7%
CC(C)(C)c1nn(-c2ccccc2)c2[nH]c(=O)c(CNCc3ccco3)cc12,-27.5%,u,29.2,1.9%[9.22 µM],u,u,u,u,-18.4%
CCCN(CCC)CCN1C(=O)C2C(C(=O)Nc3ccc(C)cc3)C3C=CC2(O3)C1C(=O)NC1CCCCC1 (centres undefined),-4.8%,-7.8%,u,5.0%,-21.4%,-8.6%,-3.3%,-2.9%,10.1%
COc1cc(NS(=O)(=O)c2ccc(NC(=S)NC(=O)c3cccs3)cc2)nc(OC)n1,9.1%,6.6%,24.8,-5.6%,8.9%,-28.7%,14.4%,1.3%,-19.9%
CC(C)(C)c1cnnn1-c1ccc(/C=N/Nc2ccc([N+](=O)[O-])cc2)cc1,-9.4%,u,-13.7,18.4µM*,-26.4%,-4.2%,-16.9%,u,-2.8%
CCOC(=O)/C(=N\Nc1ccc(OC)cc1)c1csc(Nc2ccccc2)n1,u,1.8%,-22.9,-3.0%,-8.2%,0.9%,u,u,-19.1%
Cc1nnc(SCC(=O)NCc2ccc3c(c2)OCO3)[nH]c1=O,0.0%,2.1%,3.4,-5.4%,-2.5%,1.0%,3.0%,-8.9%,-8.0%
COCc1cccc(-c2csc(C(NC(C)=O)c3cccc(OC)c3)n2)c1 (centres undefined),17.7%,0.0%,10.1,x,17.8%,-2.0%,10.6%,x,3.2%
Cc1ccc(NC(=O)CSc2ccc(-c3ccccn3)nn2)cc1F,-4.8%,-18.0%&0.0%,107.6,1.5%,u,-13.8%&-6.3%,-28.4%,9.4%,12.1%
CCOC(=O)C1CCCN(C(=O)/C=C/c2ccc(OC)cc2)C1 (centres undefined),-5.2%,-4.4%,-6.9,u,x,-24.7%,-3.5%,0.5%,9.0%
N#Cc1ccsc1NC(=O)CN1CCOCC1,-1.6%,-0.8%,25.2,-7.1%,5.9%,29.8%,-3.6%,18.4%,-12.3%
O=C(c1cccc(F)c1)N1CCN(C(=O)c2cc3ncc(Br)cn3n2)CC1,16.2%,-5.1%,56.3,1.8%,3.0%,2.3%,1.8%,1.5%,-18.3%
COc1ccc(CNC2CCCc3ccccc32)c(OC)c1 (centres undefined),-20.1%,6.7%,-50.1*,-2.9%,-10.5%,13.1%,-14.4%,-4.4%,24.5%
O=C(Nc1c2c(nn1-c1ccc(F)cc1)CS(=O)(=O)C2)c1ccc(S(=O)(=O)N2CCOCC2)cc1,-3.7%,9.0%,-11.2,-3.9%,-19.6%,-1.0%,-10.1%,1.3%,1.9%
CCC1(CC)NC(=O)N(CC(=O)OCC(=O)c2cc(C)c(C)cc2C)C1=O,5.1%,0.0%,16.7,-8.4%,3.0%,-9.6%,1.2%,3.4%,14.3%
CCOC1(OCC)N=C(N)C2(C#N)C(c3ccc(NC(C)=O)cc3)C12C#N (centres undefined),1.8%,u,-3.0,u,5.4%,4.6%,9.6%,0.9%,-4.5%
O=C(Nc1ccc(Cl)cc1Cl)c1ccc2ncsc2c1,-7.4%,-16.0%,0.0,u,17.3%,1.2%,-4.0%,14.4%,-0.7%[57.1 µM]
O=C(Nc1nc2ccccc2[nH]1)NC1CCCCC1,-3.7%,-1.9%,-14.1,15.6%,-6.2%,10.3%,-18.5%,4.4%,1.7%
CCOC(=O)c1c(-n2cnnn2)sc2c1CCCC2,1.7%,1.4%,-27.6,0.9%,-14.3%,0.0%,2.7%,2.6%,-1.5%
CC(=O)c1cccc(NCC(=O)Nc2cc(S(=O)(=O)N3CCCCC3)ccc2C)c1,0.2%,4.6%,-4.0,-3.0%,-6.4%,u,-5.9%,u,-17.4%
Cc1ccc(/C=C2/NC(=O)N(c3ccccc3)C2=O)o1,-3.9%,0.3%,0.0,0.7%,34.2%,-0.5%,5.8%,13.8%,5.7%
CCCCNC(=O)C1(C)CCCCN1C(=O)c1sccc1C (centres undefined),2.7%,0.0%,-8.4,x,-6.6%,-6.7%,4.9%,x,-7.2%
O=C(OCc1ccccc1)N1CCC2CC1c1ccc(-c3cccc(F)c3)cc12 (centres undefined),-0.2%,-10.9%,3.1,x,2.8%,u,-14.0%,x,-8.1%
O=C(CCc1ccccc1)NNC(=S)NC(=O)c1ccc(Cl)cc1,u,-17.1%,14.2,-2.0%,-18.0%,u,u,20.7%,-8.2%
CC(C)N(C)S(=O)(=O)c1ccc(NC(=O)C2=COCCO2)cc1,2.3%,5.3%,-3.3,9.8%,5.7%,0.0%,-0.8%,1.7%,-4.7%

# Next section; the last 3 above are carried over.
SMILES,HT1080NT lethal,KB-3-1 tox,IL-1B inflam inh,SW480 rerep,ATXN2 expr inh,KB-V1 MDR tox,HT1080 IDH1KD tx,MCF10A rereplic,WRN helicase inh
O=C(OCc1ccccc1)N1CCC2CC1c1ccc(-c3cccc(F)c3)cc12 (centres undefined),-0.2%,-10.9%,3.1,x,2.8%,u,-14.0%,x,-8.1%
O=C(CCc1ccccc1)NNC(=S)NC(=O)c1ccc(Cl)cc1,u,-17.1%,14.2,-2.0%,-18.0%,u,u,20.7%,-8.2%
CC(C)N(C)S(=O)(=O)c1ccc(NC(=O)C2=COCCO2)cc1,2.3%,5.3%,-3.3,9.8%,5.7%,0.0%,-0.8%,1.7%,-4.7%
CCCC(CCC(=O)Nc1ccc(C(=O)OC)cc1)C(=O)O (centres undefined),-1.7%,12.9%,3.9,-10.1%,-4.1%,0.0%,-0.7%,1.0%,-19.0%
O=C(CC1C(=O)NCCN1Cc1ccccc1C(F)(F)F)NC1CCCCCC1 (centres undefined),1.6%,2.8%,-15.0,-0.8%,-4.2%,-1.6%,-3.1%,13.3%,1.4%
Cc1ccc2c(c1)[C@H]1[C@H](CO2)[C@H](c2ccccc2)[C@]2(C)C(=O)Nc3ccc(Br)cc3C(=O)N12,-27.1%,-3.1%,u,u,-3.7%,-6.3%,u,10.8%,3.2%
COc1ccc(Cc2c(-c3ccccc3)nc3ccc(Br)cn23)c(C)c1,u,u,28.2,x,-35.5%,-3.4%,u,x,-0.9%
O=S(=O)(Nc1ccc(-c2csc(-c3ccccc3)n2)cc1)c1ccccc1,u,-0.6%,-102.0*,-2.3%,-37.6%,-2.0%,u,u,-1.5%
O=c1ccc(-c2ccc(S(=O)(=O)Nc3ccc(F)cc3)s2)n[nH]1,-13.3%,-2.0%,10.3,-16.3%,2.8%,18.1%,-6.6%,u,-1.5%
C/C(COc1ccccc1)=N\NC(=O)c1nnn(-c2nonc2N)c1CSc1ccccc1,-0.8%,-19.8%,15.2,-9.9%,x,0.0%,-5.5%,8.9%,0.3%
CC(C)C(C)(C#N)NC(=O)CSc1nc2scc(-c3ccc(F)cc3)c2c(=O)n1Cc1ccccc1 (centres undefined),2.4%,-7.8%,-7.2,1.1%,-20.5%,7.2%,1.2%,3.0%,-26.4%[57.1 µM]
O=C(CNc1cccc2ccccc12)c1ccc([N+](=O)[O-])cc1,4.1%,10.1%,-5.4,26.7%,0.7%,13.4%,4.0%,u,-18.4%
CCOC(=O)c1cc2sccc2n1CC(=O)O,1.7%,2.9%,25.3,6.3%,-3.8%,-2.8%,u,-2.7%,0.0%
NC(=O)c1ccc(NC(=O)C2CC(=O)N(c3ccc4c(c3)OCCO4)C2)cc1 (centres undefined),3.9%,24.5%,6.9,-3.8%,10.3%,1.1%,15.6%,5.4%,-2.6%
Cc1cc2cc(CNC(=O)Nc3cccc(Cl)c3)ccc2n1C,1.3%,1.7%,-1.0,-11.6%,2.3%,0.6%,2.6%,-2.2%,-4.2%
CN1CCCC(OC(=O)c2ccccc2Br)C1 (centres undefined),-3.9%,-2.4%,-8.5,5.8%,x,5.7%,-0.6%,4.7%,11.6%
CCC(C)NC(=O)c1ccc(CSc2nc3ccncc3n2Cc2ccc(F)cc2)cc1 (centres undefined),-6.3%,-8.1%,24.9,-13.4%,38.1%,11.9%,-7.9%,8.7%,-0.4%
CCn1c2ccccc2c2cc(NC(=O)C(C)Oc3ccc(OC)cc3)ccc21 (centres undefined),-0.1%,-25.1%,18.5,7.4%,-5.2%,u,-4.8%,2.3%,-11.5%
CCCC1=C(C(=O)OCC)C(c2ccc(OC)c(CSc3ccccn3)c2)C(C#N)=C(N)O1 (centres undefined),-6.0%,6.3%,2.3,14.3%,1.9%,20.6µM*,-8.5%,u,-7.1%
O=C(COC(=O)COc1ccccc1[N+](=O)[O-])Nc1cccc(Br)c1,12.1%,10.0%,5.1,-21.5%,8.4%,1.4%,8.4%,-70.0%[inhibitor],1.1%
C=CCn1c(C)cc(C(=O)COc2ccc(C)nc2[N+](=O)[O-])c1C,u,u,11.8,u,-22.3%,u,u,u,-0.9%
CCOc1ccccc1NC(=O)COC(=O)c1cccc(-c2ccc(OC(C)=O)cc2)c1,-19.9%,5.4%,i,-4.0%,1.0%,-23.8%,-6.3%,17.7%,-8.6%
Cc1cc(Cl)ccc1Oc1ccc(C(N)=O)cc1[N+](=O)[O-],-21.3%,-1.6%,18.6,1.5%,-4.0%,-4.2%,-12.4%,u,4.3%
COc1ccc2c(c1)SCC/C2=C\CN1C(=O)CCC1=O,-3.3%,-2.5%,-8.0,-1.3%,8.2%,2.1%,1.1%,-1.2%,-16.1%
